Compound activity from PubChem.
DT40 TDP1 CPT: DT40-hTDP1 cell growth loss with CPT | chicken DT40 Tdp1-/-;hTDP1 cells + 20 nM CPT, ATP luminescence, 48 h | Potency, µM (highest dose often 46.2 µM), for the others: at the top dose activity change, negative = growth inhibition, most hits filed as inhibitors | hit rate 12% among 420,000 | AID 686979; also: nearly all actives have a fitted effect of over 55% in size
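Chicken DT40 Tdp1-/- cells stably complemented with human TDP1 were seeded at 400 cells/well in medium containing 20 nM camptothecin, exposed to pin-transferred compounds, and grown at 37 °C for at least 48 hr. Viability was read as ATP luminescence.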
TDP1 block: TDP1 (human) enzyme inhibition | Q9NUW8 | recombinant TDP1, AlphaScreen DNA substrate cleavage | Potency, µM (series often up to 130 µM), without a hit: at the highest dose activity change, negative = inhibition, actives largely listed as inhibitors | hit rate 0.28% among 350,000 | AID 485290; also: nearly all actives have a fitted effect of over 40% in size
Target sequence (Q9NUW8 whole entry, looked up): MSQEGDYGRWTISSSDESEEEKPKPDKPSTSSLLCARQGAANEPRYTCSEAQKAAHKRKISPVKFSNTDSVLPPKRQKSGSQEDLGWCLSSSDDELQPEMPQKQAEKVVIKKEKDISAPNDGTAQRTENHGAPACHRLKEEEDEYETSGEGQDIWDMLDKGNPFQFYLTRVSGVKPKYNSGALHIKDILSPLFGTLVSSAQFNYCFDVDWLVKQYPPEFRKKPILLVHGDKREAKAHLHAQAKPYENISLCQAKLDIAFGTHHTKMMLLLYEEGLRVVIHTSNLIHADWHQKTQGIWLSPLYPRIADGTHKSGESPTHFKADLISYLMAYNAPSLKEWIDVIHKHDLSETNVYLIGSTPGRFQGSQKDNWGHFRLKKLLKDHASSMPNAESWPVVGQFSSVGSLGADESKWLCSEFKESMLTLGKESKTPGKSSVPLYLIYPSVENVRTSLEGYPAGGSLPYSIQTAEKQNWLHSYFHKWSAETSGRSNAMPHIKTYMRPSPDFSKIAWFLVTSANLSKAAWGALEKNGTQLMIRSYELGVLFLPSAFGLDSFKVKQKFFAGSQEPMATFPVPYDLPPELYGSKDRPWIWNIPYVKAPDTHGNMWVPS
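Signal: AlphaScreen proximity between streptavidin donor and anti-FITC acceptor beads on intact substrate. Reaction: Tdp1 1 nM, substrate 15 nM final, 5 min RT after 15 min compound preincubation.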
DT40 TDP1 no CPT: qHTS for Inhibitors of human tyrosyl-DNA phosphodiesterase 1 (TDP1): qHTS in cells in absence of CPT. DT40 Tdp1-/- hTDP1 cells, no CPT, ATP luminescence, 48 h. Potency, µM (series often up to 46.2 µM), for the others: at the highest dose activity change, negative = growth inhibition, usual class: inhibitors. hit rate 15% among 420,000. AID 686978, 2013; also: nearly all actives have a fitted effect of over 55% in size
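Seeded 400 DT40-hTDP1 cells/well (vehicle DMSO, no 20 nM CPT); pinned compounds; ≥48 hr at 37 °C; CellTiter-Glo luminescence as viability measure.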
The depositor's hits bear a star; ? = inconclusive; · = not tested or not shown; & = joins results of further samples; [ ] = another dose, or the depositor's remark. Calls follow the shape of the dose curve; as a rule, active = well fitted curve in the direction sought with a large enough effect; inconclusive = small, poorly fitted or top-dose-only effect, or another doubt; inactive = no such curve, though single readings can be large; an effect the other way counts as inactive or inconclusive. % is scaled to controls: 0 for no effect and ±100 for the full control effect; potency is read from the fitted curve at half-maximal effect.

SMILES	DT40 TDP1 CPT	TDP1 block	DT40 TDP1 no CPT
O=C1C(=Cc2cccn2-c2ccccc2)C(=O)c2ccccc21	3%	4%	3%
O=C(NC1CCC(n2cc(C(=O)NC3CC3)nn2)CC1)C(=O)c1ccccc1 (stereo not given)	-12%	·	-4%
N/C(=N\OC(=O)COc1ccc2ccccc2c1Br)c1ccccn1	-12%	10%	-25%
CCOC(=O)N1CCN(Cc2nc(N)nc(Nc3ccc(Oc4ccccc4)cc3)n2)CC1	?	8%	16µM*
N#C/C(C(=O)N1CCOCC1)=c1/s/c(=C\c2ccccn2)c(=O)n1-c1ccccc1	4%	-3%	3%
CC(C)(C)OC(=O)N1CCC[C@H]1C(=O)N1CCC[C@H]1C(=O)NCc1ccncc1	-17%	·	-11%
CN(C)S(=O)(=O)c1ccc(C(=O)Oc2cc(=O)[nH]c3ccccc23)cc1	-12%	5%	-20%
COC(=O)[C@@]12C[C@@H](CC(=O)N3CCCCC3)C(=O)N(Cc3ccco3)C1=CCC(C)(C)C2	23µM*	·	?
CN(Cc1ccccc1)S(=O)(=O)c1ccccc1[N+](=O)[O-]	1%	·	-18%
COC(=O)c1ccc(SCc2cnc(Cl)s2)cc1	-25%	-4%	-22%
COc1ccc(-c2nc(-c3ccccc3)c(-c3cc([N+](=O)[O-])ccc3C)[nH]2)cc1O	?	12%	15µM*
O=C(Nc1c(S(=O)(=O)c2ccc(Cl)cc2)csc1Br)c1ccccc1Cl	6%	3%	-25%
CC(C)Oc1cccc(C(=O)C2CCCN(C(=O)c3ccc4c(c3)OCO4)C2)c1 (stereo not given)	?	2%	?
Cc1cccc(NC(=O)CSc2nnc(CNC(=O)c3c(F)cccc3Cl)o2)c1C	6%	0%	-23%
COc1cc(C)c(CN2CCN(C(=O)CCC(=O)c3ccc(C)s3)CC2)cc1OC	?	·	?
COC(=O)COc1ccc(S(=O)(=O)N2CCc3ccccc3C2)cc1C	-2%	0%	5%
CCCNc1[nH]c(=O)n(C)c(=O)c1N=O	-3%	1%	0%
CCC1C(=O)NCCN1Cc1ccc2c(c1)CN(Cc1ccc(OC)c(OC)c1)CCO2 (stereo not given)	0%[9.04 µM]	·	-25%
Cc1ccccc1N(C(=O)CCC(=O)Nc1ccccn1)C(C(=O)NC(C)C)c1ccc(O)cc1 (stereo not given)	-7%	10%	-13%
COc1ccc(N2C(=O)CS(=O)(=O)C23C(=O)N(Cc2ccccc2F)c2ccccc23)cc1Cl (stereo not given)	?	7%	?
C#CC[N+](C)(C)CC#Cc1ccccc1	-2%	6%	-11%
C=CCSc1nnc(NC(=O)COc2ccc3ccccc3c2)s1	0%	6%	-19%
O=C(O)CC1(C(=O)O)CCCC1	0%	·	?
COc1ccccc1N1CCN(C(=O)c2noc(C(C)C)c2[N+](=O)[O-])CC1	6%	0%	0%
COc1ccc(-c2cnc(C(O)c3ccc(OC)c(F)c3)[nH]2)cc1 (stereo not given)	?	·	-7%
CCOc1ccc2nc(N(CCN(C)C)C(=O)c3ccc4ccccc4c3)sc2c1	-27%	11%	-5%
COc1ccc(-n2nnnc2SCC(=O)c2ccc(OC)c(OC)c2)cc1	?	3%	?
CN(C)c1ccc(S(=O)(=O)N(C)C)cc1[N+](=O)[O-]	2%	0%	-25%
Clc1ccc2[nH]c(-c3ccccc3)cc2c1	-14%	1%	-29%
COCCNC(=O)c1c(CSc2ccc(Cl)cc2)noc1C(=O)NCc1ccccc1	?	·	?
Cc1ccc(S(=O)(=O)NCCCNS(=O)(=O)c2ccc(C)cc2)cc1	?	0%	?
CC(=O)C1=C(O)C(=O)N(CCC(=O)O)C1c1ccccc1[N+](=O)[O-] (stereo not given)	0%	-8%	0%
CCOC(=O)CSc1nc2cc3c(cc2c(=O)n1CCCCCC(=O)NCc1ccc(OC)cc1)OCO3	-27%	2%	?
O=C(Nc1cccc(Cl)c1)C1COc2ccccc2O1 (stereo not given)	-11%	-6%	8%
CCN(CC)P1(=O)OC(c2cc(OC)c(OC)c(OC)c2)=Nc2c1c(C)nn2-c1ccccc1 (stereo not given)	?	-10%	?
CC(C)C1C(=O)N(Cc2cn(CCC3OCCCO3)nn2)CCS(=O)(=O)N1Cc1ccc(-c2ccc(Cl)nc2)cc1 (stereo not given)	?	·	23µM*
CC(C)(C)OC(=O)C[C@@H]1C/C=C\C[C@H](CC(=O)N(CCO)Cc2ccccc2)C(=O)N[C@@H](Cc2ccccc2)COC1=O	?	0%	?
O=C(CSc1nc(-c2ccccc2)ns1)NCC1CCCO1 (stereo not given)	-23%	·	-2%
CC(C)(C)NC(=O)C(c1cccs1)N(C(=O)C(=O)NC1CCCC1)c1ccccc1F (stereo not given)	-22%	0%	-28%
COc1cccc(C(=O)NC2CCCc3ccccc32)c1OC (stereo not given)	?	·	23µM*
CCNC(=S)NCC	9%	0%	15%
COc1cc(NS(=O)(=O)c2ccc(NC(=O)COc3ccccc3C)cc2)nc(OC)n1	?	1%	2%
CC1(C(=O)NS(=O)(=O)c2ccc(Cl)s2)CCN1C(=O)Cc1ccc(Cl)cc1Cl (stereo not given)	-14%	·	-4%
Cc1ccc(C(C)n2cc(C(=O)NCc3ccccn3)nn2)cc1 (stereo not given)	-2%	-5%	22%
Cc1ccc(-c2nc(NC(=O)CSc3cc(C)c4ccccc4n3)ns2)cc1	13µM*	-1%&4%	16µM*
COc1ccc(NC(=O)CN2C(=O)NC(C)(Cc3ccc(OC)c(OC)c3)C2=O)cc1 (stereo not given)	1%	·	-3%
COc1ccc(Sc2nc(-c3ccccn3)ncc2OC)cc1	2.9µM*	6%	3.3µM*
Cc1cn(CC(=O)N2CCN(c3ccccn3)CC2)c(=O)[nH]c1=O	13%	·	31%
COc1ccc2c(c1)O/C(=C\c1sccc1C)C2=O	?	-3%	18µM*
O=C(NC1CCCC1)C(c1ccccn1)N(C(=O)c1csnn1)c1ccccc1 (stereo not given)	-4%	8%[0.0935 µM]	?

Next section
SMILES	DT40 TDP1 CPT	TDP1 block	DT40 TDP1 no CPT
COC(=O)c1ccc2nc(-c3cccc(N)c3)cn2c1	-25%	3%	?
COC(=O)c1cc(NC(=O)Nc2ccc3snnc3c2)cc(C(=O)OC)c1	-12%	-3%	-5%
CCN1CCOC(CC(=O)Nc2ccc([N+](=O)[O-])cc2)C1=O (stereo not given)	15µM*	3%	?
CCCSc1nc2sc3c(c2c(=O)[nH]1)CCN(Cc1ccccc1)C3	?	5%	21µM*
NC(=S)N/N=C/c1ccc(-c2cccc([N+](=O)[O-])c2)o1	5.2µM*	8%	3.7µM*
CCCCCC(=O)NNC(=S)NC(C)=O	?	12%	18µM*
CC(=O)OC(C(=O)NC1CCCCC1)c1ccc(C)cc1 (stereo not given)	7%	1%	1%
Cc1cc(=O)n(CC(=O)Nc2ccc(Cl)c(Cl)c2)c(-n2nc(C)cc2C)n1	?	3%	16µM*
O=C(O)c1cc(-c2ccco2)nc2cc3ccccc3cc12	7%	·	-7%
CCOC(=O)N1CCN(C(=O)c2cn(C)c3ccc(S(=O)(=O)N4CCOCC4)cc3c2=O)CC1	-2%	0%	-4%
CCOC(=O)CC1=NN(c2ccccc2)C(=O)/C1=C\c1ccc(N(C)C)cc1	-18%	2%	16%
CSc1nc(NC(C)(C)C)nc(Oc2ccc(=O)[nH]n2)n1	-5%	-1%	0%
COc1ccc(Br)c(Cn2c(C)c(C(=O)NCc3cccs3)sc2=O)c1	?	·	?
CN(CC(=O)Nc1ccc(Cl)c(Cl)c1)C(=O)CC1OC(=O)c2ccccc21 (stereo not given)	-4%	·	?
Cn1c(Cn2cnc([N+](=O)[O-])n2)nnc1SCC(=O)Nc1ccc(Br)cc1	-10%	6%	-5%
CSc1ccc(CNCCCSc2ncccn2)cc1	?	·	-22%
Cc1ccc(S(=O)(=O)N2CCCC(NC(=O)N3CCN(c4ccccc4)CC3)C2)cc1 (stereo not given)	?	2%	-14%
CCN(C(C)=O)c1cnc(C=NNC(N)=S)c2ccccc12	3.7µM*	·	4.6µM*
COc1c2ccoc2nc2c(OC)c(O[C@@H]3O[C@H](C)[C@@H](O)[C@@H](O)[C@H]3O)ccc12	6%[9.04 µM]	6%	-13%[9.04 µM]
CCO[C@@H]1OC(C(=O)N2CCOCC2)=C[C@H](C2CCCCC2)[C@H]1CCCO	1%	3%	-7%
COc1ccc(N2CCN(C(=O)Cn3cnc4sc(C)c(S(=O)(=O)N5CCOCC5)c4c3=O)CC2)cc1	?	9%	18µM*
CCNC(=S)N/N=C/c1ccc(OCC(=O)Nc2ccc(OC)cc2)c(OC)c1	?	6%	?
CN[C@@H]1[C@@H](O)[C@@H](O[C@@H]2[C@@H](O)[C@H](OC3OC(CN)=CCC3N)[C@@H](N)C[C@H]2N)OC[C@]1(C)O (stereo not given in full)	-12%[21.1 µM]	·	-10%[21.1 µM]
Cn1c(CN2CCCCC2)nc2cc(NC(=O)c3ccc(Cl)cc3)ccc21	?	3%&-3%	?
CC(C)OP(=O)(CCP(=O)(OC(C)C)OC(C)C)OC(C)C	18%	5%	2%
CC(Sc1oc(-c2ccco2)nc1S(=O)(=O)c1ccc(Br)cc1)c1ccccc1 (stereo not given)	?	6%	?
CC(C)C[C@H]1CN([C@@H](CC(C)C)CN2CCCC2CN2C(=S)NC[C@@H]2Cc2ccc(O)cc2)C(=S)N1CCc1ccccc1 (stereo not given in full)	?	·	?
NC(=O)c1c(N)sc2c1CCC2	-2%	·	0%
Cc1ccc(S(=O)(=O)N2CCCC2C(=O)Nc2ccc(O)cc2)cc1 (stereo not given)	-26%	-8%	-27%
Cc1csc(NC(=O)c2ccc(OCC3CCCO3)cc2)n1 (stereo not given)	?	3%	?
Cc1cc(C)c2c(n1)sc1c(=O)n(Cc3ccccc3Cl)nnc12	?	4%	-18%
Cc1ccc(/C=C/C2=NN(Cc3ccc(Cl)c(Cl)c3)C(=O)CC2)cc1	2%	-7%	0%
Cc1ccc2cc(CN(C(=O)c3ccco3)c3ccccc3C)c(=O)[nH]c2c1	?	1%	21µM*
CCCCCCn1c(COc2ccccc2F)nnc1SCC(=O)NC1CCS(=O)(=O)C1 (stereo not given)	?	·	-24%
COc1ccc(C(=O)NCCSC2CCCCC2)cc1	-15%	1%	-11%
Cc1ccc(S(=O)(=O)N2CCCC2)cc1C(=O)NCc1ccccn1	8%	2%	-2%
Cc1ccc(N2C(=O)CSC2c2cccs2)cc1 (stereo not given)	-2%	6%	-15%
CC/C(=C\C(=O)c1cccnc1)Nc1ccc(C)c(C)c1	-27%	9%	?
COc1ccc(OC)c(C(C)NC(=O)C23CC4CC(CC(C4)C2)C3)c1 (stereo not given)	-25%	·	?
Cc1ccccc1-c1cncnc1NCc1cccnc1	17%	·	-22%

A stretch of the results above:
SMILES	DT40 TDP1 CPT	TDP1 block	DT40 TDP1 no CPT
CC(C)OP(=O)(CCP(=O)(OC(C)C)OC(C)C)OC(C)C	18%	5%	2%
CC(Sc1oc(-c2ccco2)nc1S(=O)(=O)c1ccc(Br)cc1)c1ccccc1 (stereo not given)	?	6%	?
CC(C)C[C@H]1CN([C@@H](CC(C)C)CN2CCCC2CN2C(=S)NC[C@@H]2Cc2ccc(O)cc2)C(=S)N1CCc1ccccc1 (stereo not given in full)	?	·	?
NC(=O)c1c(N)sc2c1CCC2	-2%	·	0%
Cc1ccc(S(=O)(=O)N2CCCC2C(=O)Nc2ccc(O)cc2)cc1 (stereo not given)	-26%	-8%	-27%
Cc1csc(NC(=O)c2ccc(OCC3CCCO3)cc2)n1 (stereo not given)	?	3%	?
Cc1cc(C)c2c(n1)sc1c(=O)n(Cc3ccccc3Cl)nnc12	?	4%	-18%
Cc1ccc(/C=C/C2=NN(Cc3ccc(Cl)c(Cl)c3)C(=O)CC2)cc1	2%	-7%	0%
Cc1ccc2cc(CN(C(=O)c3ccco3)c3ccccc3C)c(=O)[nH]c2c1	?	1%	21µM*
CCCCCCn1c(COc2ccccc2F)nnc1SCC(=O)NC1CCS(=O)(=O)C1 (stereo not given)	?	·	-24%
COc1ccc(C(=O)NCCSC2CCCCC2)cc1	-15%	1%	-11%
Cc1ccc(S(=O)(=O)N2CCCC2)cc1C(=O)NCc1ccccn1	8%	2%	-2%
Cc1ccc(N2C(=O)CSC2c2cccs2)cc1 (stereo not given)	-2%	6%	-15%

(more compounds)
SMILES	DT40 TDP1 CPT	TDP1 block	DT40 TDP1 no CPT
CCCN(Cc1cc2cc(C)ccc2[nH]c1=O)C(=O)c1ccccn1	?	7%	?
COC(=O)c1ccccc1OS(=O)(=O)N(C)C	26%	5%	1%
O=C(Nc1cccc(NC(=O)c2ccc(Br)o2)n1)c1ccc(Br)o1	-7%	·	-7%
Cc1ccc(NC(=O)C2CCN(S(=O)(=O)c3cccc4nonc34)CC2)cc1C	-28%	7%	-23%
